Screening data as filed in PubChem BioAssay.
MC4R barr agon – human MC4R agonism via beta-arrestin | P32245 | U2OS MC4R beta-arrestin complementation, luminescence; percent of melanotan II response, DMSO zero | activation, % at 8.9 µM | 360,000 compounds, 0.98% hits | AID 540308;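 active means activation above a per-plate cutoff, the mean activation of sample wells on that plate plus 3 SD, cut at about 8% in these data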
ABCB6 inh 2 – blocks the human ABCB6 transporter. AID 602162. Q9NP58. K562-ABCB6 porphyrin accumulation, flow cytometry, 1 h; active compounds read low. fluorescence ratio to DMSO, % at 10 µM. 360,000 compounds, 0.19% hits;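 active means fluorescence ratio to DMSO below 75%, the collection mean minus 3 SD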;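 further: signal is porphyrin accumulated inside mitochondria; 100% equals median channel fluorescence of DMSO control wells; lower ratio means ABCB6 inhibition with less porphyrin fluorescence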
H9c2 protect – protects H9c2 cardiomyocytes from peroxide injury; H2O2 injury protection, ATPLite, 2 h; protection from H2O2 cell death, % at 20 µM; 360,000 compounds, 0.63% hits; AID 588492;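 active means compounds giving at least 50% protection of heart cells from peroxide-induced death in the single-dose screen, raw or plate-pattern-corrected value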;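 further: 0% = DMSO wells with peroxide and 100% = DMSO wells without peroxide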
HTR2A ag – agonists of mouse serotonin 5-HT2A receptor (HTR2A); P35363; CHO-K1 mHTR2A beta-arrestin complementation, luminescence; percent of 30 µM serotonin response; 360,000 compounds, 0.66% hits; activation, % at 7.6 µM; AID 624169;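 active means activation above a run cutoff, the mean activation of all tested compounds plus 3 SD, cut at about 14% in these data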;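 further: 0% = plate median of compound wells and 100% = 30 µM serotonin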
N-glyco inh – blocks N-linked glycosylation in D54 reporter cells; 360,000 compounds, 0.23% hits; reporter increase, % at 12.5 µM; D54 ERlucT glycosylation luciferase reporter, 24 h; percent of 100 nM tunicamycin response;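 active means mean luciferase reporter signal, scaled so untreated is 0 and the glycosylation-blocking control 100, at or above a set limit in every replicate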;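 further: luciferase carries N-glycosylation sites so blocking glycosylation raises the light; 0% = median of neutral control wells and 100% = median of 100 nM tunicamycin wells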
MC4R antagonist – human MC4R antagonism in cAMP assay. P32245. MC4R-expressing cells, MTII-stimulated cAMP, LANCE TR-FRET. inhibition, % at 6.5 µM. 360,000 compounds, 0.48% hits. AID 540295;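 active means inhibition above its plate's cutoff, the mean of tested wells on that plate plus 3 SD, cut at about 29% in these data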;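 further: 0% = Melanotan II alone and 100% = Melanotan II plus saturating MCL0020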
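Assay system: U2OS cells stably expressing human melanocortin 4 receptor (MC4R) / Dosing: 6.5 µM / Timing: compound 30 min, challenge 1 h, detection 1 h / Measured by: Eu-cAMP/anti-cAMP TR-FRET, emission 671 nm / Replicates: singlicate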
TLR9-MyD88 block – inhibitors of human TLR9-MyD88 binding; AID 504734; CHO BLA complementation TLR9-MyD88, CCF4 FRET ratio; inhibition, % at 4.98 µM; 340,000 compounds, 0.21% hits; Q9NR96+Q99836;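 active means inhibition above the mean over all tested compounds plus 3 SD, cut at about 21% in these data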;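 further: 0% = DMSO only wells and 100% = clavulanate BLA inhibitor control wells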
Target sequence (Q99836 whole entry, looked up): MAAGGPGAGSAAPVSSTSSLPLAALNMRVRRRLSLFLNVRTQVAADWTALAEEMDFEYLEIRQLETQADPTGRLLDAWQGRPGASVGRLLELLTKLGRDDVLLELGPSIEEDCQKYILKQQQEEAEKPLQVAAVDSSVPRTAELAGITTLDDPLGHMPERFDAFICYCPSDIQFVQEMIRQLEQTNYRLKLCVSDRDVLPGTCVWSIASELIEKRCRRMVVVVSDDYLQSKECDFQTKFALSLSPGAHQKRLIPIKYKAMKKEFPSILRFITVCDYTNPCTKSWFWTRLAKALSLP
Target sequence (Q9NR96 whole entry, looked up): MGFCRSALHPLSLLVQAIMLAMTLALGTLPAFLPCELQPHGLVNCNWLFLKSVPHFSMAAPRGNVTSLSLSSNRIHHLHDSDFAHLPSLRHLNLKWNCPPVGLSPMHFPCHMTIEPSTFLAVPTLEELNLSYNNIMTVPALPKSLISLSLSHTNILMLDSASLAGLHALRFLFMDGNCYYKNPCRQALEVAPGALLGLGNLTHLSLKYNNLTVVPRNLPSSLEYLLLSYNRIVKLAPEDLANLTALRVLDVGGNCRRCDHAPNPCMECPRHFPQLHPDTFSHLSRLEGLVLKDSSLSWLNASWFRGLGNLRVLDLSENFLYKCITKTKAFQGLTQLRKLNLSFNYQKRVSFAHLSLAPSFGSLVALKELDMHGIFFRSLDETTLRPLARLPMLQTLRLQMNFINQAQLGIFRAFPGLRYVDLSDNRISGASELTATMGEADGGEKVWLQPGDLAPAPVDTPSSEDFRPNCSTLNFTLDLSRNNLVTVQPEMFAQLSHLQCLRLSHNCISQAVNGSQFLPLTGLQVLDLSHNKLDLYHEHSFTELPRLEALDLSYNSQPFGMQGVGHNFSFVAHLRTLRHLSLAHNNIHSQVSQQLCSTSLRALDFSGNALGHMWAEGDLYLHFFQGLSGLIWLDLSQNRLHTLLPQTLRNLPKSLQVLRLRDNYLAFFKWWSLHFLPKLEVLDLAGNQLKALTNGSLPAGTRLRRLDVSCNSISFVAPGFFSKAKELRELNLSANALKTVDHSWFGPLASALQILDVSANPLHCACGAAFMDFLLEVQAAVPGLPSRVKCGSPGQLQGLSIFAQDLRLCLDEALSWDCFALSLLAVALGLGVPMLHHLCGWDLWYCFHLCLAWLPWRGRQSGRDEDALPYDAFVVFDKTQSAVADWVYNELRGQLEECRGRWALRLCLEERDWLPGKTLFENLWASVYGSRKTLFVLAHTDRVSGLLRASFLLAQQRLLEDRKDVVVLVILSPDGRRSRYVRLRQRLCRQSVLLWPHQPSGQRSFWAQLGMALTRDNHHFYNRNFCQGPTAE
ABHD5 PLIN5 PPI – blocks binding of human ABHD5 to perilipin-5; inhibition, % at 4 µM; 360,000 compounds, 0.78% hits; Q00G26+Q8WTS1; Split G. princeps luciferase complementation, luminescence, 4 h;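 active means inhibition above the mean inhibition across every tested compound plus 3 SD, cut at about 22% in these data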;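 further: 0% = DMSO only wells and the 100% control is not disclosed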
NOD2-RIPK2 inh – inhibitors of human NOD2-RIPK2 interaction; AID 624267; O43353; 360,000 compounds, 0.38% hits; CHO BLA complementation NOD2-RIPK2, CCF4 ratio; inhibition, % at 4.98 µM; in the data active means inhibition above about 21%;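 further: 0% = vehicle only and 100% = reference blocker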
NCOA2 inhibitor – human SRC2 (NCOA2) inhibition. HEK293 GAL4-SRC2 luciferase reporter, luminescence. inhibition, % at 9 µM. 370,000 compounds, 0.17% hits;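 active means inhibition above the mean inhibition of all tested compounds plus 3 SD, set per campaign, cut at about 52% in these data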;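 further: 0% = DMSO treated cells and 100% = cells given Gossypol at 36 µM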
The depositor's hits bear a star; i = inactive; / = not tested or not shown. Some of the compounds tested (hit frequency here may not be typical).

cpd | Molecule | MC4R barr agon | ABCB6 inh 2 | H9c2 protect | HTR2A ag | N-glyco inh | MC4R antagonist | TLR9-MyD88 block | ABHD5 PLIN5 PPI | NOD2-RIPK2 inh | NCOA2 inhibitor
1 | COc1ccc(OC)c(/C=N/NC(=O)c2cc[n+](CC(=O)c3ccccc3)cc2)c1 | -0.2 | 101 | 9 | -3 | -1 | -10 | -6 | -2 | -10 | -5
2 | N#Cc1ccccc1NC(=O)CN(Cc1ccccc1)Cc1ccccc1 | 0.2 | 101 | -3 | -3 | -3 | 2 | 3 | -3 | -12 | 15
3 | O=C(NCCc1ccccc1)C1CCCN1C(=O)Nc1ccc(F)cc1 (configuration not stated) | -0.4 | 102 | 1 | -4 | 1 | 9 | -9 | 3 | 7 | 17
4 | CCCC(=O)N(CCN1CCOCC1)c1nc2c(F)cc(F)cc2s1 | -1.7 | 97 | 2 | 1 | 1 | 9 | 6 | -1 | 7 | -33
5 | O=C(Nc1ccc(CN2CCOCC2)cc1)c1cccs1 | 0.8 | 102 | -4 | 4 | -6 | 12 | -1 | -4 | 6 | -56
6 | CCN(C(=O)COC(=O)Cn1c(=O)oc2ccccc21)c1c(N)n(Cc2ccccc2)c(=O)[nH]c1=O | -2.7 | 89 | 6 | -7 | 1 | -1 | -2 | -7 | -3 | -11
7 | COc1ccc(CSc2n[nH]c(C)n2)cc1Br | -0.5 | 97 | 2 | 2 | 2 | -6 | 13 | 5 | 5 | -26
8 | Cc1ccc(C(=O)N2CCN(c3ccc(NC(=O)Cc4ccccc4)cc3)CC2)cc1 | -3.9 | 94 | -4 | -4 | -3 | 5 | 2 | 2 | 1 | -78
9 | Cc1ccc(C(=O)c2coc3ccc(OCC(=O)O)cc23)cc1 | -0.8 | 93 | -7 | 0 | 1 | 1 | -10 | 2 | 2 | -2
10 | CCn1c(CNC(=O)Cc2ccc(OC)cc2)nnc1SCC(=O)c1ccccc1 | 0.5 | 97 | 0 | -1 | -1 | 8 | -3 | -5 | 10 | -11
11 | Cc1ccc(NC(=O)OCCN2CCN(S(=O)(=O)c3ccc(C)cc3)CCC2=O)cc1 | 0.4 | 100 | 0 | -4 | 0 | 9 | 3 | 14 | -10 | -10
12 | O=S1(=O)C[C@H]2NC(=S)N(c3ccccc3)[C@H]2C1 | -1.4 | 105 | 1 | 0 | 2 | 14 | 4 | -4 | 4 | 11
13 | COc1ccc(OCc2nc3c4cc(OC)c(OC)cc4nc(=S)n3[nH]2)cc1 | 4.2 | 102 | 7 | 0 | 4 | 6 | -7 | -10 | -4 | -5
14 | Cc1ccc(-n2nnnc2-c2cnn(-c3cccc(F)c3)c2C(F)(F)F)cc1 | 0.5 | 90 | -12 | -1 | -2 | -2 | -4 | 0 | 1 | 5
15 | COc1cccc(C(=O)NCCN2CCC(n3c(=O)[nH]c4ccccc43)CC2)c1 | / | 99 | / | -3 | / | / | / | 0 | -4 | 4
16 | CC1Cc2ccccc2N1C(=O)COC(=O)/C=C/c1ccc(F)cc1 (configuration not stated) | -0.1 | 92 | 3 | 4 | -4 | 4 | 5 | -6 | 3 | -9
17 | O=C(CNC(=O)c1ccc(Br)o1)Nc1cccc(S(=O)(=O)N2CCCC2)c1 | 1.3 | 95 | -6 | -2 | 3 | 3 | 1 | 0 | -3 | -24
18 | CCN(C[C@H]1N[C@@](Cc2ccccc2)(C(=O)OC)[C@H]2C(=O)N(C)C(=O)[C@@H]12)S(=O)(=O)c1ccc(C(F)(F)F)cc1 | 0.9 | 95 | 47 | -1 | -3 | 18 | -5 | 8 | 1 | 13
19 | Cc1cn(C2OC(COC(=O)c3ccccc3)C(O)C2Cl)c(=O)[nH]c1=O (configuration not stated) | -1.9 | 94 | 1 | -1 | 2 | 15 | 2 | 0 | -18 | -43
20 | Cc1c(NC(=O)CCC2CCCCC2)c(=O)n(-c2ccccc2)n1C | -0.9 | 100 | 1 | 0 | 2 | 6 | -5 | 8 | 3 | -24

The listing continues.
cpd | Molecule | MC4R barr agon | ABCB6 inh 2 | H9c2 protect | HTR2A ag | N-glyco inh | MC4R antagonist | TLR9-MyD88 block | ABHD5 PLIN5 PPI | NOD2-RIPK2 inh | NCOA2 inhibitor
21 | O=C(CSc1nnc(-c2ccncc2)n1-c1ccccc1Cl)Nc1ccc(C(=O)O)cc1 | 1.8 | 100 | 0 | 4 | 1 | -7 | -4 | 11 | 1 | 21
22 | O=C(O)CC(NC(=O)/C(=C/c1ccccc1)NC(=O)c1ccccc1)c1ccccc1 (configuration not stated) | -0.7 | 103 | 3 | 3 | 0 | -4 | 3 | 1 | -1 | -18
23 | COc1ccc(CNc2nc3ccccc3n2C(C)C)c(O)c1 | -1.0 | 99 | -8 | -6 | -4 | 4 | -4 | -4 | -8 | 10
24 | COc1cc(Cl)c(C)cc1NC(=O)CSc1nnc(-c2ccccn2)n1Cc1ccco1 | 7.7 | 103 | -3 | -5 | 0 | 1 | -1 | 4 | 2 | -5
25 | COc1cc(C(=O)NCc2ccc(OCCN(C)C)cc2)cc(OC)c1OC | -0.5 | i | 9 | 4 | 6 | 9 | 3 | 4 | -10 | -3
26 | COc1cccc(C2(c3cccc(OC)c3)CC2C(=O)Nc2ccccc2Cl)c1 (configuration not stated) | -3.1 | 99 | -3 | -7 | -4 | 5 | -8 | 3 | -11 | -5
27 | C=CCC[C@@H](Cc1ccc(F)cc1)C(=O)OCCNC(=O)[C@@H](CC=C)CC(=O)N(CCO)Cc1ccccc1 | 1.4 | 100 | -8 | -1 | -2 | 4 | -10 | -4 | 9 | 2
28 | COc1ccc(OC)c(CC(NC(C)=O)C(=O)NC2CCN(C(=O)c3cccc(C)c3)CC2)c1 (configuration not stated) | 1.4 | 94 | 0 | 7 | 4 | 10 | -10 | -2 | -5 | -21
29 | O=C(NCCN1CCCCC1)c1ccco1 | 0.0 | 104 | 3 | 2 | 2 | 25 | 5 | 1 | 1 | -10
30 | COc1cccc(CN2CCN(C3CCN(c4cccc(C)c4C)CC3)CC2CCO)c1 (configuration not stated) | -1.6 | 101 | -10 | 8 | -2 | 1 | 9 | 7 | -10 | -10
31 | CSc1nnc(NC(=O)C2CCCCC2)s1 | 0.7 | 102 | -2 | -2 | 1 | 12 | -8 | -7 | 4 | -17
32 | CN(C(=O)C1CCCN(S(=O)(=O)c2cccc([N+](=O)[O-])c2)C1)C1CCS(=O)(=O)C1 (configuration not stated) | -1.6 | 101 | 5 | -2 | 6 | -3 | -5 | -2 | -3 | 25
33 | O=C1NC[C@H](c2ccccc2)OC(=O)[C@H](Cc2ccc(F)cc2)C/C=C\C[C@H]1CC(=O)N(CCO)Cc1ccccc1 | 1.3 | 94 | 94* | 7 | -1 | 39* | -3 | -7 | -4 | 23
34 | O=C1c2sc3nc4ccccc4n3c2C(=O)N1c1ccccc1Cl | 1.5 | 104 | -10 | -4 | 0 | 7 | 5 | 7 | 4 | -9
35 | C[C@H](NC(=O)CC[C@H]1O[C@@H](n2ccc(=O)[nH]c2=O)[C@H](O)[C@@H]1O)C(=O)O | / | 100 | -3 | 3 | 4 | / | / | 5 | 7 | 15
36 | CC(=O)C1C(c2ccco2)c2c(noc2C)CC1(C)O (configuration not stated) | 0.0 | 96 | -2 | 8 | 2 | 8 | -3 | 4 | -4 | -9
37 | O=C(Nc1ccc2c(c1)OCO2)c1noc2c1CCCC2 | 0.4 | 94 | -7 | -4 | -11 | 7 | -11 | 2 | -5 | -34
38 | CC(=O)[C@H]1CC[C@H]2[C@@H]3CCC4=CC(=O)CC[C@]4(C)[C@H]3[C@H](O)C[C@]12C | -0.5 | 91 | 1 | 13 | -1 | 7 | 2 | 1 | 1 | -16
39 | Cc1nc2ccccc2n1C(C)c1nc2ccccc2n1CC(=O)c1ccsc1 (configuration not stated) | / | / | / | -2 | / | / | / | 3 | -3 | -5
40 | CCCCCN(C(=O)CSc1n[nH]c(-c2ccc(C)cc2)n1)c1c(N)n(CCCC)c(=O)[nH]c1=O | 1.1 | 88 | -7 | -8 | 1 | 1 | -1 | -4 | -5 | -25

Next section:
cpd | Molecule | MC4R barr agon | ABCB6 inh 2 | H9c2 protect | HTR2A ag | N-glyco inh | MC4R antagonist | TLR9-MyD88 block | ABHD5 PLIN5 PPI | NOD2-RIPK2 inh | NCOA2 inhibitor
41 | CCn1c(CC(=O)Nc2ccc(Cl)c(Cl)c2)nnc1SCc1ccc(C)cc1 | -0.3 | 103 | -4 | -3 | -3 | 6 | -10 | -1 | 4 | -21
42 | O=C(NCCC1CCCCN1S(=O)(=O)c1ccc(F)cc1)C(=O)NCc1ccccn1 (configuration not stated) | -0.7 | 104 | 5 | 4 | 1 | -1 | -4 | -8 | -7 | -14
43 | COc1ccc(CN(C)C(=O)c2ccc(NS(=O)(=O)c3ccc(F)cc3)cc2)c(OC)c1 | -2.7 | 94 | -5 | -3 | 4 | 8 | -3 | -3 | -10 | -7
44 | Cn1c(=O)n(C)c2cc(/C=C(/C#N)C(=O)NCc3ccco3)ccc21 | 0.9 | 95 | 16 | -2 | 7 | 18 | -7 | 11 | -3 | -32
45 | NC(=O)c1cc(N=Nc2c(N)[nH]n(-c3c(Cl)cc(Cl)cc3Cl)c2=O)ccc1Cl | -3.3 | 105 | -5 | -3 | 1 | -2 | 5 | -2 | 6 | -12
46 | Cc1ccccc1NC(=O)Nc1ccccc1C(N)=O | -1.9 | 89 | -2 | -6 | 3 | 5 | -4 | -5 | -1 | -21
47 | CCN(CC)C(=O)c1nc[nH]c1C(=O)N(CC)CC | -2.0 | 97 | 4 | 0 | 2 | 3 | 0 | -2 | 5 | -15
48 | Fc1ccc(Cn2c(SCc3ccc(F)c(F)c3)nnc2C(F)(F)F)cc1 | 0.1 | 107 | 0 | -3 | -5 | 7 | 0 | 1 | -14 | -4
49 | Cc1nc2ccc(S(=O)(=O)NCC(=O)N3CCC(N4CCCCC4)CC3)cc2s1 | -1.2 | / | -2 | 6 | -2 | 3 | 2 | -1 | -16 | -12
50 | CCOC(=O)C[C@H]1c2cc(F)ccc2S(=O)(=O)N1Cc1ccc(OC)cc1 | -0.1 | 95 | -6 | -2 | -1 | 3 | -1 | -8 | -5 | 8
51 | CCCN1Cc2cccc(C(=O)N3CCN(c4cc(Cl)ccc4C)CC3)c2C1=O | -1.9 | 99 | 4 | -8 | -3 | 7 | -2 | 15 | -4 | /
52 | c1ccc(CNCc2ccc3c(c2)OCO3)nc1 | -0.2 | 85 | 3 | -7 | -1 | -2 | -10 | -5 | 0 | 2
53 | Cc1ccc(C(NC(=O)N2CCOCC2)C(Cl)Cl)cc1F (configuration not stated) | 0.8 | 101 | -2 | 1 | 0 | 5 | 2 | 0 | -20 | 30
54 | C/C(=N\NC(=O)c1c[nH]c2ccccc12)c1ccco1 | -2.7 | 98 | -9 | -3 | -1 | 0 | 5 | 0 | -3 | -73
55 | Cc1ccc(N2CC(C(=O)Nc3nnc(SCCN4CCOCC4)s3)CC2=O)cc1C (configuration not stated) | -0.8 | 103 | 0 | -1 | 0 | 2 | 5 | 2 | -1 | 5
56 | O=C1NC(=O)C2C3c4ccccc4C(c4ccccc43)C12 (configuration not stated) | -1.0 | 90 | 4 | 5 | 1 | 28 | 1 | 2 | 1 | -6
